HIF-2a inh: HIF-2a reporter inhibitors, primary screen, luminescence, 786-0 RCC cells; 786-0 RCC cells HIF-2a reporter, luciferase luminescence, overnight; inhibition, % at 18.8 µM; 360,000 tested, 0.72% active; AID 624352, 2012;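 active = inhibition of the luminescence signal of 40% or more relative to plate controls, in a single-dose primary screen at 18.75 µM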
TRAIL sens C8: viability loss with TRAIL in NB7+C8 cells, primary screen, TRAIL sensitizer project, cell-based, ATPlite luminescence | inhibition (viability loss, TRAIL sensitization), % at 10 µM | 360,000 tested, 1% active;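 active = compounds causing at least 50% loss of cell viability in the single-dose screen, relative to plate controls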
Shn3 3UTR inh: reduction of Shn3 3'UTR firefly luciferase signal, primary screen, Schnurri-3 inhibitor project, cell-based, Clone20 osteoblasts, set 2; Clone20 osteoblast Shn3 3'UTR firefly luciferase, 24 h; inhibition, % at 12.5 µM; 360,000 tested, 0.52% active; AID 588674, 2011;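 active = mean inhibition of at least 75% with every replicate also reaching 75%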;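 also: 0% = median of neutral control wells and 100% = pilot-screen positive control compound; some compounds past the cut are filed as inactive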
TROY signal inh: inhibitors of TROY-driven NF-kB signaling, primary screen, Q293 LMP1-TROYcd cells, NF-kB luciferase, uHTS; inhibition, % at 10 µM; Q293 LMP1-TROYcd NF-kB luciferase reporter, 4 h; 360,000 tested, 0.98% active; AID 1347056, 2019;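 active = compounds whose plate-normalised and pattern-corrected inhibition of the luciferase reporter signal at the single screening dose is 50% or more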
CF NFkB block: inhibitors of PAF-induced NF-kB signaling, primary screen, cell-based, GFP fluorescence, uHTS; KKLEB NF-kB-GFP reporter, GFP fluorescence overnight; inhibition, % at 5 µM; 360,000 tested, 0.86% active; AID 588850, 2011;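 active = at least 50% inhibition at 5 µM, scaled per plate between neutral and stimulator controls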;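 also: PAF is a Pseudomonas aeruginosa culture filtrate used as stimulus; plate controls were PAF-stimulated DMSO wells for no effect and unstimulated DMSO wells for full effect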
NR2E3 ag-1: NR2E3 agonists in two-hybrid cells, primary screen, cell-based, luminescence, CHO-S, Gal4-NCOR/VP16-NR2E3 | Photoreceptor-specific nuclear receptor (Homo sapiens), Q9Y5X4 | luciferase | AID 602229, 2012 | inhibition of corepressor binding, % at 3.98 µM | 360,000 tested, 0.35% active;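 active = inhibition above the mean of all tested compounds plus 3 SD, cut at about 70% in these data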;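 also: 0% = DMSO with NR2E3 transfected cells and 100% = cells lacking NR2E3 construct; higher means lower luciferase signal from less NR2E3 corepressor binding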
Target sequence (Q9Y5X4 whole entry, looked up, the tested form may be a part): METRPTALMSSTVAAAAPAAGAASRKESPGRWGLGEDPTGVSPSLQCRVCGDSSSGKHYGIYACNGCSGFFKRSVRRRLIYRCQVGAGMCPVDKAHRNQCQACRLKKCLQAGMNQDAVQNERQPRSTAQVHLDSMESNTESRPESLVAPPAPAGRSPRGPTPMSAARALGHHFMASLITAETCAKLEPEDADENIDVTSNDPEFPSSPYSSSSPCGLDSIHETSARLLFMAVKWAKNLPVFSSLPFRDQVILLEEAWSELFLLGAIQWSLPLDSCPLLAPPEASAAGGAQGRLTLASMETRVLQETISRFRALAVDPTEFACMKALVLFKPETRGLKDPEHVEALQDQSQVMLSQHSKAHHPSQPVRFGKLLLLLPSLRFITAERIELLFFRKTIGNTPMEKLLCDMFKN
Peg3 prom inh: Peg3 promoter-driven luciferase inhibitors, primary screen, cell-based, HeLa, luciferase luminescence. HeLa PEG-Prom luciferase reporter, overnight. inhibition, % at 20 µM. 360,000 tested, 1.7% active. AID 588405, 2011;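 active = inhibition of at least 50% at 20 µM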
NR2E3 ag-2: inhibitors of NR2E3-RetCOR corepressor binding, primary screen, NR2E3 agonist project, biochemical, TR-FRET, GST-NR2E3, biotin-RetCOR; 1536-well; AID 2300, 2010; 320,000 tested, 0.12% active; inhibition of corepressor binding, % at 4.78 µM;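 active = percent inhibition above the cutoff of mean plus 3 SD of all tested compounds, set per screening campaign, cut at about 20% in these data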;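 also: 0% = DMSO wells and 100% = biotin wells as full block of FRET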
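Test system – NR2E3–RetCOR corepressor complex · Quantity – NR2E3 fusion 1.35 nM · Buffer or medium – Tris pH 7.5 · Incubation – Compound–protein incubation for 5 h at 4 °C · Technique – TR-FRET, Eu(K)-anti-GST donor, streptavidin-D2 acceptor, ex 340, em 617/671 nm · Evaluation – percent inhibition of 671/617 nm emission ratio versus biotin and DMSO controls · Plate – 1536-well format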
TWEAK Fn14 block: inhibitors of TWEAK-Fn14 signaling, primary screen, luciferase reporter cells, uHTS | TWEAK-stimulated Fn14 reporter cells, luciferase luminescence, 8 h | inhibition, % at 10 µM | 360,000 tested, 2% active | AID 1159606, 2016; in the data active = inhibition above about 50%
KKLEB tox: cytotoxicity in KKLEB CF airway cells, primary screen, cytotoxicity control for CF NF-kB inhibitor project, cell-based, uHTS, fluorescence assay plates. KKLEB CF airway cells viability, ATPlite luminescence, overnight; active compounds read low; cells stimulated with P. aeruginosa culture filtrate. activity change (cytotoxicity), % at 5 µM. 360,000 tested, 0.36% active. AID 602141, 2011;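 active = corrected activity change at or below -50% at 5 µM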
TRPM1 prom inh: inhibitors of MITF-dependent TRPM1 promoter reporter, primary screen, cell-based, SK-MEL-5, single point, luciferase; SK-MEL-5 TRPM1 promoter luciferase, 24 h; AID 488899, 2010; inhibition, % at 12.5 µM; 330,000 tested, 0.83% active;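 active = mean inhibition across replicates of 60% or more, whatever share of single replicates reaches that level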; also: values of inactives mirror those of a sister screen read the other way
Numbers without * were called inactive; nt = no result given. The list is partial; rates above refer to the full screens.

| SMILES | HIF-2a inh | TRAIL sens C8 | Shn3 3UTR inh | TROY signal inh | CF NFkB block | NR2E3 ag-1 | Peg3 prom inh | NR2E3 ag-2 | TWEAK Fn14 block | KKLEB tox | TRPM1 prom inh |
| --- | --- | --- | --- | --- | --- | --- | --- | --- | --- | --- | --- |
| Cc1ccc(S(=O)(=O)NCCCCCC(=O)NC(C)(C)CO)cc1 | 4 | 18 | -8 | 21 | 13 | -28 | 5 | 1 | -6 | -6 | -1 |
| CC(C)(C)NS(=O)(=O)c1ccc(CCC(=O)N2CCCC2)cc1 | 26 | -5 | 15 | 9 | 8 | 15 | 13 | -3 | 1 | 6 | -10 |
| O=C(N[C@@H](Cc1ccccc1)C(=O)NC1CCCCC1)c1ccco1 | -22 | -3 | -11 | -14 | 6 | 4 | -11 | -1 | -1 | -8 | 11 |
| CCOc1ccc(S(=O)(=O)Nc2cccc(C(=O)NCC(c3ccco3)N3CCCC3)c2)cc1 (stereo not drawn) | 1 | 2 | 6 | -2 | 19 | 16 | -1 | 1 | -30 | -19 | 12 |
| O=C(Cc1cccs1)N1CCN=C1SCc1ccccc1F | 16 | -2 | -2 | 8 | 8 | 16 | 4 | 5 | 14 | -6 | 1 |
| Cc1ccccc1NC(=O)NC1CCCc2ccccc21 (stereo not drawn) | 21 | -4 | 11 | -8 | 1 | -3 | 14 | 0 | -23 | 8 | 0 |
| COc1ccc(CN2CCNC(=O)C2CC(=O)NC2CCCCCC2)cc1C (stereo not drawn) | -2 | 6 | 7 | -6 | -10 | -6 | 10 | 0 | 0 | -6 | 3 |
| C#CCOC(=O)C[N+](C)(C)CC=C | 21 | 7 | 11 | 5 | -1 | 9 | 19 | 1 | 0 | -18 | -4 |
| CCCn1c(SCC(=O)Nc2nc3c(s2)CCCC3)nc2c1c(=O)n(C)c(=O)n2C | 23 | -2 | 26 | 41 | 41 | -13 | 37 | 3 | 27 | -17 | 6 |
| Clc1ccccc1CONc1ncnc2nonc12 | -82 | 2 | -21 | -20 | -8 | -21 | -104 | -2 | 9 | 4 | -36 |
| O=C(CC[C@H]1O[C@@H](n2cnc3c(NC(=O)c4ccccc4)ncnc32)[C@H](O)[C@@H]1O)NCC1CCCCC1 | 11 | -7 | -21 | 4 | -19 | -6 | -3 | nt | -17 | -2 | nt |
| CCOC(=O)c1ccccc1Nc1cc(C)nc2nc(C)nn12 | 14 | 5 | -2 | -6 | -10 | 1 | 7 | 2 | -16 | 14 | nt |
| CC(=O)c1ccc(OCCCC(=O)NC2=NCCS2)cc1 | 0 | 9 | -16 | -5 | -18 | -24 | 15 | -5 | -24 | -2 | 3 |
| N=c1sccn1CC(=O)Nc1cccc(S(N)(=O)=O)c1 | 20 | -20 | -17 | -6 | -4 | 6 | -8 | -1 | 10 | 3 | -12 |
| CCCSC1=C(C#N)C2(CCCCC2)C(C#N)=C(N)N1 | 1 | 1 | 6 | -25 | -5 | 22 | 2 | 0 | 14 | -4 | 8 |
| Cc1nn(-c2ccc(F)cc2)c2sc(C(=O)N3CCCCCC3)cc12 | -176 | 3 | -8 | -47 | 4 | -5 | -199 | -1 | -33 | -3 | -45 |
| O=c1c2sc(-c3ccccc3)cc2nc2n1CCC2 | -35 | 54* | -26 | 22 | -13 | -166 | -57 | -1 | 74* | -8 | 12 |
| Cc1ccnc(NC(=O)CCC(=O)N(CC(=O)NCc2ccccc2)Cc2ccc(F)cc2)c1 | 7 | -1 | 21 | -6 | 13 | 22 | 20 | 3 | -4 | 4 | -1 |
| c1ccc2c(C[C@@H]3CNCCN3CC3CCCCC3)cccc2c1 | 8 | 0 | 27 | 4 | 11 | -28 | 94* | 3 | -11 | -3 | -7 |
| O=C(NCCc1ccccc1)C1CCCN(c2cnccn2)C1 (stereo not drawn) | -7 | -16 | -13 | -11 | 7 | -49 | -4 | 0 | 2 | 4 | 4 |

Structures shown so far that contain fluorine, in the order listed:
| SMILES | HIF-2a inh | TRAIL sens C8 | Shn3 3UTR inh | TROY signal inh | CF NFkB block | NR2E3 ag-1 | Peg3 prom inh | NR2E3 ag-2 | TWEAK Fn14 block | KKLEB tox | TRPM1 prom inh |
| --- | --- | --- | --- | --- | --- | --- | --- | --- | --- | --- | --- |
| O=C(Cc1cccs1)N1CCN=C1SCc1ccccc1F | 16 | -2 | -2 | 8 | 8 | 16 | 4 | 5 | 14 | -6 | 1 |
| Cc1nn(-c2ccc(F)cc2)c2sc(C(=O)N3CCCCCC3)cc12 | -176 | 3 | -8 | -47 | 4 | -5 | -199 | -1 | -33 | -3 | -45 |
| Cc1ccnc(NC(=O)CCC(=O)N(CC(=O)NCc2ccccc2)Cc2ccc(F)cc2)c1 | 7 | -1 | 21 | -6 | 13 | 22 | 20 | 3 | -4 | 4 | -1 |

The list continues:
| SMILES | HIF-2a inh | TRAIL sens C8 | Shn3 3UTR inh | TROY signal inh | CF NFkB block | NR2E3 ag-1 | Peg3 prom inh | NR2E3 ag-2 | TWEAK Fn14 block | KKLEB tox | TRPM1 prom inh |
| --- | --- | --- | --- | --- | --- | --- | --- | --- | --- | --- | --- |
| Clc1cccc(-c2ccc(/C=N/n3cnnc3)o2)c1Cl | 7 | 1 | -16 | 1 | 1 | -49 | 2 | -3 | 10 | -5 | 52 |
| COc1ccccc1CNC(=O)[C@H](C)NC(=O)[C@@H]1Cc2ccccc2CN1 | 1 | -2 | -9 | -5 | -11 | 15 | -10 | 1 | -6 | 7 | 7 |
| O=C(CC12CC3CC(CC(C3)C1)C2)NCC(=O)N1CCc2ccccc2C1 | 22 | 8 | -2 | -2 | 20 | -8 | 20 | 3 | -4 | 7 | 1 |
| COc1cccc(NC(=O)CN(C)C(=O)C(C)Sc2ccccc2)c1 (stereo not drawn) | 8 | 5 | -7 | 14 | 17 | 0 | 9 | nt | 0 | -4 | -1 |
| COc1ccccc1Cc1c(-c2cccc(Br)c2)nc2ccc(Cl)cn12 | -232 | 0 | -6 | -37 | 22 | -23 | -159 | nt | 6 | -14 | nt |
| C#CCOCCOCCOCCNc1nc(N2CCN(C(=O)[C@H]([C@@H](C)CC)n3cc([C@@H](N)CC(C)C)nn3)CC2)nc(N2CCN(C(=O)[C@H](Cc3ccc(O)cc3)n3cc([C@@H](N)C(C)CC)nn3)CC2)n1 (stereo partly drawn) | 5 | -16 | -8 | -8 | 5 | 13 | -17 | 0 | -7 | -8 | -4 |
| C=CCNc1scc(-c2ccccc2)[n+]1CC=C | 7 | 5 | 14 | 5 | -2 | -3 | 6 | 0 | -14 | 5 | -3 |
| CC(C)CC(N)c1csc(NC(=O)C(c2ccccc2)c2ccccc2)n1 (stereo not drawn) | 1 | 42 | 69 | -3 | 29 | 16 | 95* | nt | -3 | -14 | nt |
| COc1ccc(C(=O)OCC(=O)NCC2CCCCC2)cc1F | -5 | 2 | 6 | 6 | 6 | 0 | 17 | nt | -13 | 3 | -5 |
| CN1C(=O)c2ccccc2CC12c1ccccc1C(=O)N2C (stereo not drawn) | 6 | -24 | -19 | -21 | -6 | -11 | 5 | nt | 2 | -12 | nt |
| COC(=O)[C@@]1(C(C)C)N=C(c2cc(OC)c(OC)c(OC)c2)[C@]2(O1)C(=O)N(Cc1ccc(OC)cc1)c1ccc(Br)cc12 | -3 | 3 | nt | 6 | nt | -5 | nt | nt | 11 | nt | nt |
| Cc1cc(NC(=O)CSc2nnc(-c3ccc(Br)o3)n2Cc2ccccc2)no1 | 36 | -12 | -3 | 16 | 3 | -18 | 9 | 3 | 21 | 11 | 2 |
| Fc1ccc(-c2csc3ncnc(N4CCN(c5ccccc5)CC4)c23)cc1 | -11 | 12 | 3 | 34 | 14 | 1 | 29 | 2 | 32 | -12 | -4 |
| COc1ccc(S(=O)(=O)N2CCC(C(=O)Nc3nnc(C)s3)CC2)cc1OC | 15 | 8 | -13 | 12 | -17 | -13 | -2 | -2 | -16 | 3 | 5 |
| O=C(c1cc2c(s1)CCCC2)N1CCN(S(=O)(=O)c2ccccc2C(F)(F)F)CC1 | 22 | 8 | -1 | -3 | 14 | -4 | 30 | 2 | 2 | 5 | 18 |
| CCN(CC)c1nc(-c2ccccc2)ncc1S(=O)(=O)c1ccc(C)cc1 | 0 | 6 | 24 | -17 | 7 | -34 | 19 | 0 | 3 | -2 | -6 |
| Cc1cccc(C(CC(=O)N2CCCCC2)c2ccccc2)c1O (stereo not drawn) | 16 | -4 | -2 | 25 | -24 | -4 | 9 | -1 | 11 | 11 | -4 |
| CCCCNC(=O)CSc1nc2ccccc2c(=O)n1CCNC(C)=O | 5 | -1 | -14 | -18 | -1 | -4 | 3 | -2 | 7 | 16 | 1 |
| O=C(Nc1ccc(F)cc1F)c1cccnc1 | -3 | -1 | -6 | -7 | -11 | -27 | -1 | 4 | -6 | 1 | 14 |
| CCOc1ccccc1CNS(=O)(=O)c1cc(-c2cc(C)no2)ccc1OC | 6 | 8 | 4 | 11 | 8 | -26 | 27 | -2 | -8 | -2 | 2 |
| C/C(=N/N1CCN(c2ccccn2)CC1)c1ccc([N+](=O)[O-])cc1 | -17 | 9 | -7 | -35 | -16 | -23 | -1 | 1 | -6 | 10 | -12 |
| COc1ccc(CCNC(=O)CCCn2c(SCC#N)nc3ccccc3c2=O)cc1OC | 13 | 4 | 9 | -1 | -6 | -3 | 6 | 1 | 12 | 1 | -8 |
| c1ccc(-c2ncc3c(ccc4ccccc43)n2)cc1 | -35 | 84* | 15 | 51* | -15 | -88 | -81 | 2 | 84* | -54* | 0 |
| COc1ccc(NS(=O)(=O)c2cccc(C(=O)NCC(c3ccc(OC)cc3)N3CCOCC3)c2)cc1 (stereo not drawn) | 7 | 15 | 1 | 19 | -9 | -8 | 20 | 4 | -15 | 0 | 5 |
| COc1cc(/C=N/Nc2ccc(C(=O)O)cc2)cc(OC)c1OC | -189 | 7 | -66 | -54 | 9 | -77 | -143 | -4 | -14 | -1 | -79 |
| O=C(CSc1ccc(-c2ccco2)nn1)NC1CCCCC1 | 1 | 13 | -5 | -9 | -2 | -33 | -3 | -3 | -10 | 4 | -3 |
| CCOc1ccc(OCC)c(-c2c(=O)n(OCc3ccccc3C(=O)OC)c3ccccc3[n+]2[O-])c1 | 2 | -4 | 6 | -21 | 1 | -31 | 9 | 0 | -19 | 11 | 8 |
| Cc1cc(/C=c2/sc3nc4ccccc4n3c2=O)c(C)n1-c1ccccn1 | 75* | 80* | 91* | 75* | 10 | 80* | 75* | 0 | 83* | -54* | 86* |
